INS-1E rescue – INS-1E beta cell protection from cytokine death | INS-1E cytokine-induced death, ATP luminescence, 48 h; normalised: neutral wells 0, positive control 100 | protection from cytokine-induced ATP loss, % at 10 µM | hit rate 0.1% among 20,000 | AID 488910;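 active = mean replicate protection from cytokine-induced ATP loss at least 50% and at least 75% of replicates each reaching 50%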
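Assay system – rat INS-1E insulinoma cell line · Quantity – 8000 cells per well · Buffer or medium – RPMI without phenol red, 5% FBS · Schedule – 48 h co-treatment, 10 min post-lysis read · Technique – luminescent ATP assay (CellTiter-Glo)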
T cruzi HTS – blocks T. cruzi growth inside host cells | intracellular Trypanosoma cruzi in host cells, plate reader | activity score (inhibition), % at 5.01 µM | hit rate 4.9% among 22,000 | AID 651903; in the data active = activity score above about 55%;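 note: parasites and compound incubated about four days before reading; 0% = median of neutral control wells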
* hit, by the source's call; . = no result given.

Below each SMILES: INS-1E rescue, T cruzi HTS
(1) C[C@@H]1CN([C@H](C)CO)C(=O)c2cc(NC(=O)Cc3cn(C)c4ccccc34)ccc2O[C@@H]1CN(C)C(=O)Nc1cccc2ccccc12
  -4, -1
(2) C[C@H](CO)N1C[C@H](C)[C@H](CN(C)Cc2ccc(Cl)c(Cl)c2)Oc2ccc(NS(=O)(=O)c3ccccc3)cc2CC1=O
  -5, 38
(3) Cc1noc(C)c1NC(=O)N(C)C[C@H]1Oc2c(NS(=O)(=O)c3c(C)noc3C)cccc2C(=O)N([C@@H](C)CO)C[C@H]1C
  13, -15
(4) CC(C)NC(=O)Nc1ccc2c(c1)C(=O)N([C@H](C)CO)C[C@H](C)[C@@H](CN(C)C(=O)CCCN(C)C)OCCCC[C@@H](C)O2
  3, -14
(5) C[C@@H]1CN([C@H](C)CO)C(=O)c2cc(NC(=O)c3ccncc3)ccc2O[C@H]1CN(C)S(C)(=O)=O
  4, -8
(6) C[C@@H]1CCCCO[C@@H](CN(C)C(=O)c2ccccc2)[C@@H](C)CN([C@H](C)CO)C(=O)c2cc(NC(=O)c3ccncc3)ccc2O1
  1, -35
(7) O=C(NO)c1ccc(C(=O)N/N=C/c2ccc(Br)cc2)cc1
  12, -1
(8) C[C@@H]1CN([C@H](C)CO)C(=O)c2cc(NC(=O)CCCN(C)C)ccc2O[C@@H]1CN(C)S(=O)(=O)c1cn(C)cn1
  4, 1
(9) C[C@@H]1CN([C@H](C)CO)C(=O)c2cc(NS(=O)(=O)c3ccccc3)ccc2O[C@@H]1CN(C)S(=O)(=O)c1cccs1
  2, 11
(10) CNC[C@@H]1Oc2ccc(NS(=O)(=O)c3ccc(Cl)cc3)cc2CC(=O)N([C@@H](C)CO)C[C@@H]1C
  8, -14

Three entries drawn at random from the list so far:
Below each SMILES: INS-1E rescue, T cruzi HTS
(8) C[C@@H]1CN([C@H](C)CO)C(=O)c2cc(NC(=O)CCCN(C)C)ccc2O[C@@H]1CN(C)S(=O)(=O)c1cn(C)cn1
  4, 1
(9) C[C@@H]1CN([C@H](C)CO)C(=O)c2cc(NS(=O)(=O)c3ccccc3)ccc2O[C@@H]1CN(C)S(=O)(=O)c1cccs1
  2, 11
(2) C[C@H](CO)N1C[C@H](C)[C@H](CN(C)Cc2ccc(Cl)c(Cl)c2)Oc2ccc(NS(=O)(=O)c3ccccc3)cc2CC1=O
  -5, 38

(list continues)
Below each SMILES: INS-1E rescue, T cruzi HTS
(11) C[C@@H]1CCCCO[C@H](CN(C)S(=O)(=O)c2ccc(Cl)cc2)[C@@H](C)CN([C@H](C)CO)C(=O)c2cc(NC(=O)CCC(F)(F)F)ccc2O1
  -5, 3
(12) C[C@@H]1CN([C@H](C)CO)C(=O)c2cc(NS(=O)(=O)c3ccc(Cl)cc3)ccc2O[C@@H]1CN(C)C(=O)Nc1cccc2ccccc12
  -7, -10
(13) Cc1ccc(S(=O)(=O)N(C)C[C@H]2OCCCC[C@@H](C)Oc3ccc(NC(=O)NC(C)C)cc3C(=O)N([C@H](C)CO)C[C@@H]2C)cc1
  4, -19
(14) C[C@H]1CN([C@@H](C)CO)C(=O)Cc2cc(NC(=O)Nc3ccc(C(F)(F)F)cc3)ccc2O[C@H]1CN(C)C
  9, -11
(15) CC(C)NC(=O)N(C)C[C@H]1Oc2c(cccc2N(C)C)C(=O)N([C@H](C)CO)C[C@@H]1C
  9, -12
(16) C[C@H]1CN([C@@H](C)CO)C(=O)c2cc(NC(=O)C3CCCCC3)ccc2O[C@@H]1CN(C)S(=O)(=O)c1ccccc1
  -4, 4
(17) Cc1noc(C)c1NC(=O)N(C)C[C@@H]1OCCCC[C@@H](C)Oc2ccc(NC(=O)NC3CCCCC3)cc2C(=O)N([C@H](C)CO)C[C@@H]1C
  3, 2
(18) C[C@H](CO)N1C[C@H](C)[C@@H](CN(C)S(=O)(=O)c2cccs2)Oc2ccc(NC(=O)Cn3cnnn3)cc2C1=O
  7, 0
(19) C[C@@H]1CN([C@H](C)CO)C(=O)Cc2cc(NC(=O)CCC(F)(F)F)ccc2O[C@@H]1CN(C)C(=O)NC1CCCCC1
  8, -13
(20) C[C@@H]1CN([C@H](C)CO)C(=O)Cc2cc(NS(=O)(=O)c3ccccc3)ccc2O[C@H]1CN(C)S(=O)(=O)c1ccc(Cl)cc1
  11, -24
(21) COc1ccc(CN(C)C[C@H]2Oc3c(NC(=O)c4ccc(-c5nccs5)cc4)cccc3C(=O)N([C@H](C)CO)C[C@H]2C)cc1
  -9, -10
(22) C[C@H](CO)N1C[C@H](C)[C@H](CN(C)Cc2ccncc2)Oc2ccc(NS(=O)(=O)c3cccs3)cc2CC1=O
  12, 3
(23) Cc1ccc(S(=O)(=O)N(C)C[C@H]2Oc3ccc(NC(=O)CCN4CCOCC4)cc3C(=O)N([C@@H](C)CO)C[C@@H]2C)cc1
  1, 6
(24) C[C@@H]1CCCCO[C@H](CN(C)C(=O)Nc2ccccc2)[C@@H](C)CN([C@H](C)CO)C(=O)c2cc(NC(=O)CCC(F)(F)F)ccc2O1
  0, 11
(25) C[C@H]1CN([C@@H](C)CO)C(=O)c2cc(NC(=O)CCN3CCOCC3)ccc2O[C@H]1CN(C)Cc1ccc(C(=O)O)cc1
  -2, 0
(26) C[C@@H]1CN([C@H](C)CO)C(=O)c2cccc(NC(=O)c3ccc(-c4nccs4)cc3)c2O[C@@H]1CN(C)S(=O)(=O)c1ccc(F)cc1
  -9, 36
(27) Cc1noc(C)c1S(=O)(=O)Nc1cccc2c1O[C@H](CN(C)C)[C@H](C)CN([C@H](C)CO)C2=O
  16, -20
(28) C[C@H](CO)N1C[C@H](C)[C@H](CN(C)C(=O)Nc2ccc3c(c2)OCO3)Oc2ccc(N(C)C)cc2C1=O
  0, -6
(29) C[C@@H]1CN([C@H](C)CO)C(=O)Cc2cc(NC(=O)Nc3ccccc3)ccc2O[C@H]1CN(C)S(=O)(=O)c1ccc(F)cc1
  -1, 2
(30) C[C@@H]1CCCCO[C@@H](CN(C)CC2CC2)[C@@H](C)CN([C@H](C)CO)C(=O)c2cc(NC(=O)c3ccccc3)ccc2O1
  -1, -39
(31) C[C@@H]1CN([C@H](C)CO)C(=O)Cc2cc(NC(=O)Nc3ccc4c(c3)OCO4)ccc2O[C@H]1CN(C)S(=O)(=O)c1ccc(Cl)cc1
  -4, -6
(32) Cc1ccc(S(=O)(=O)N(C)C[C@H]2Oc3ccc(NS(=O)(=O)c4c(C)noc4C)cc3C(=O)N([C@H](C)CO)C[C@@H]2C)cc1
  -4, -3
(33) C[C@H](CO)N1C[C@H](C)[C@H](CN(C)Cc2ccncc2)Oc2ccc(NS(=O)(=O)c3ccc(F)cc3)cc2CC1=O
  -6, -4
(34) Cc1noc(C)c1NC(=O)Nc1ccc2c(c1)CC(=O)N([C@H](C)CO)C[C@@H](C)[C@@H](CN(C)S(=O)(=O)c1ccc(F)cc1)O2
  8, 3
(35) C[C@@H]1CN([C@H](C)CO)C(=O)Cc2cc(NS(C)(=O)=O)ccc2O[C@H]1CN(C)Cc1ccc(C(=O)Nc2ccccc2N)cc1
  11, 25
(36) C[C@@H]1CN([C@H](C)CO)C(=O)c2cc(NC(=O)c3ccncc3)ccc2O[C@@H]1CN(C)S(=O)(=O)c1ccc(Cl)cc1
  0, 6
(37) COc1ccc(NC(=O)Nc2ccc3c(c2)C(=O)N([C@H](C)CO)C[C@@H](C)[C@@H](CN(C)C)O3)cc1
  18, -33
(38) CNC[C@@H]1Oc2ncc(C#Cc3ccc(OC)c(OC)c3)cc2C(=O)N([C@H](C)CO)C[C@@H]1C
  -1, 51
(39) Cc1noc(C)c1S(=O)(=O)N(C)C[C@H]1Oc2ccc(NC(=O)C3CC3)cc2CC(=O)N([C@H](C)CO)C[C@H]1C
  9, -31
(40) COc1ccc(S(=O)(=O)N(C)C[C@@H]2OCCCC[C@@H](C)Oc3ccc(NC(=O)CCCCCC(=O)Nc4ccccc4N)cc3C(=O)N([C@H](C)CO)C[C@@H]2C)cc1
  8, -8
(41) COc1ccc(S(=O)(=O)Nc2ccc3c(c2)C(=O)N([C@H](C)CO)C[C@H](C)[C@@H](CN(C)S(=O)(=O)c2ccc(C)cc2)OCCCC[C@@H](C)O3)cc1
  -21, 16
(42) C[C@H](CO)N1C[C@H](C)[C@H](CN(C)C(=O)Nc2ccc(C(F)(F)F)cc2)Oc2c(NC(=O)C3CCCCC3)cccc2C1=O
  -1, 10
(43) C[C@H]1CN([C@@H](C)CO)C(=O)c2cccc(NS(C)(=O)=O)c2O[C@@H]1CN(C)S(=O)(=O)c1cccs1
  7, 17
(44) C[C@@H]1CN([C@H](C)CO)C(=O)Cc2cc(NC(=O)NC3CCCCC3)ccc2O[C@@H]1CN(C)Cc1ccc(C(=O)O)cc1
  5, -1
(45) C[C@@H]1CN([C@@H](C)CO)C(=O)Cc2cc(NC(=O)Cc3ccccc3)ccc2O[C@@H]1CN(C)C(=O)Nc1cccc2ccccc12
  7, 5
(46) C[C@@H]1CN([C@H](C)CO)C(=O)c2cccc(NS(=O)(=O)c3cccs3)c2O[C@@H]1CN(C)Cc1ccc(C(=O)Nc2ccccc2N)cc1
  26, 33
(47) COc1ccc(S(=O)(=O)Nc2cccc3c2O[C@H](CN(C)C(=O)Nc2cccc4ccccc24)[C@H](C)CN([C@H](C)CO)C3=O)cc1
  6, 0
(48) C[C@@H]1CN([C@@H](C)CO)C(=O)c2cccc(NC(=O)c3cnccn3)c2O[C@@H]1CN(C)Cc1ccc(C(=O)Nc2ccccc2N)cc1
  35, 72*
(49) COc1ccc(NC(=O)N(C)C[C@H]2Oc3c(NS(=O)(=O)c4ccc(F)cc4)cccc3C(=O)N([C@H](C)CO)C[C@@H]2C)cc1
  9, -12
(50) CNC[C@H]1Oc2ccc(NC(=O)NC3CCCCC3)cc2C(=O)N([C@H](C)CO)C[C@H]1C
  0, -18
(51) C[C@H](CO)N1C[C@H](C)[C@H](CN(C)Cc2ccc(Oc3ccccc3)cc2)Oc2ccc(NC(=O)Nc3ccc(C(F)(F)F)cc3)cc2C1=O
  ., 63*
(52) C[C@@H]1CN([C@@H](C)CO)C(=O)c2cccc(NC(=O)c3ccc(-c4nccs4)cc3)c2O[C@H]1CN(C)S(=O)(=O)c1ccccc1
  5, 11
(53) COc1ccc(NC(=O)Nc2ccc3c(c2)C(=O)N([C@H](C)CO)C[C@H](C)[C@@H](CN(C)C(=O)Nc2c(C)noc2C)OCCCC[C@@H](C)O3)cc1
  7, -1
(54) Cc1noc(C)c1NC(=O)N(C)C[C@@H]1Oc2ccc(NC(=O)C3CCCCC3)cc2C(=O)N([C@@H](C)CO)C[C@H]1C
  1, -3
(55) C[C@H](CO)N1C[C@H](C)[C@@H](CN(C)CC2CCCCC2)Oc2ccc(NS(=O)(=O)c3cccs3)cc2C1=O
  5, -10
(56) C[C@H](CO)N1C[C@H](C)[C@H](CN(C)C(=O)Nc2ccc3c(c2)OCO3)Oc2c(NC(=O)C3CCCCC3)cccc2C1=O
  -5, 41
(57) C[C@H](CO)N1C[C@H](C)[C@H](CN(C)C(=O)Nc2ccccc2)Oc2ccc(NC(=O)C3CC3)cc2C1=O
  ., -14
(58) Cc1noc(C)c1S(=O)(=O)Nc1ccc2c(c1)CC(=O)N([C@H](C)CO)C[C@@H](C)[C@@H](CN(C)Cc1ccncc1)O2
  3, 8
(59) C[C@H](CO)N1C[C@H](C)[C@@H](CN(C)S(=O)(=O)c2ccccc2)Oc2c(NC(=O)C3CCOCC3)cccc2C1=O
  3, 5
(60) C[C@@H]1CN([C@@H](C)CO)C(=O)c2cc(NC(=O)Nc3ccc(C(F)(F)F)cc3)ccc2O[C@H]1CN(C)S(C)(=O)=O
  -2, -22

Continuation.
Below each SMILES: INS-1E rescue, T cruzi HTS
(61) C[C@@H]1CN([C@@H](C)CO)C(=O)c2cc(NS(=O)(=O)c3cn(C)cn3)ccc2O[C@@H]1CN(C)S(=O)(=O)c1ccc(Cl)cc1
  4, 2
(62) COc1ccc(NC(=O)N(C)C[C@@H]2Oc3ccc(NC(=O)Nc4ccc(F)cc4)cc3CC(=O)N([C@H](C)CO)C[C@H]2C)cc1
  10, -12
(63) C[C@H]1CN([C@@H](C)CO)C(=O)c2cc(NC(=O)Nc3ccc4c(c3)OCO4)ccc2O[C@H]1CN(C)Cc1ccc(C(=O)Nc2ccccc2N)cc1
  -8, 41
(64) CC(C)NC(=O)N(C)C[C@@H]1Oc2ccc(NC(=O)Cc3cn(C)c4ccccc34)cc2C(=O)N([C@H](C)CO)C[C@H]1C
  2, -8
(65) COc1ccc(S(=O)(=O)N(C)C[C@@H]2Oc3c(NS(C)(=O)=O)cccc3C(=O)N([C@H](C)CO)C[C@@H]2C)cc1
  2, -9
(66) O=C(N/N=C/c1ccncc1Br)c1ccccn1
  8, -14
(67) C[C@@H]1CN([C@@H](C)CO)C(=O)Cc2cc(NC(=O)NC3CCCCC3)ccc2O[C@@H]1CN(C)S(=O)(=O)c1ccc(Cl)cc1
  -1, 39
(68) COc1ccc(NC(=O)N(C)C[C@@H]2Oc3ccc(NC(=O)C4CC4)cc3C(=O)N([C@@H](C)CO)C[C@@H]2C)cc1
  2, -9
(69) CC(C)NC(=O)N(C)C[C@H]1Oc2ccc(NC(=O)CCCN(C)C)cc2C(=O)N([C@H](C)CO)C[C@@H]1C
  0, -4
(70) C[C@@H]1CN([C@@H](C)CO)C(=O)c2cc(NC(=O)Nc3ccc(C(F)(F)F)cc3)ccc2O[C@@H]1CN(C)S(=O)(=O)c1ccccc1
  -11, 16

Record cards, as listed above:
C[C@@H]1CN([C@@H](C)CO)C(=O)c2cc(NS(=O)(=O)c3cn(C)cn3)ccc2O[C@@H]1CN(C)S(=O)(=O)c1ccc(Cl)cc1 in the list: INS-1E rescue: 4; T cruzi HTS: 2
O=C(N/N=C/c1ccncc1Br)c1ccccn1 in the list: INS-1E rescue: 8; T cruzi HTS: -14

Screening results deposited in PubChem BioAssay by Broad Institute.
